# Assay outcomes: PubChem BioAssay, several laboratories
# IEC-6 cytotox – cytotoxicity in IEC-6 intestinal epithelial cells, primary screen, cytotoxicity control for KLF5 inhibitor project, cell-based, luminescence. IEC-6 cytotoxicity, luminescence viability. inhibition, % at 5 µM. hit rate 0.78% among 290,000; in the data active = inhibition above about 22%;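 also: 0% = plate median of test compound wells and 100% = cytotoxic reference compound wells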
# HSF-1 act – HSF-1 activators, primary screen, NIH3T3-HGL cells, MG132 stress, luminescence, single point | NIH3T3-HGL HSF-1 luciferase reporter, 8 h; 100% = twice DMSO control signal | activation, % at 9 µM | hit rate 1.7% among 300,000;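 active = mean replicate activation of at least 50% with a set share of replicates each reaching 50%; inconclusive = only one of those two conditions met; inactive = mean below 50% and too few replicates reaching it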;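 also: 0% = median of the neutral control wells and 100% = twice that signal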
# aSyn 5UTR inh – MLPCN primary screen, SNCA 5' untranslated region | alpha-synuclein 5'UTR reporter, inhibitor activity | hit rate 0.82% among 300,000 | inhibition, % (tested at 7.5 µM) | AID 1813, 2009; in the data active = inhibition above about 60%; inconclusive = no clear call, values can overlap the other calls;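 also: H4 neuroglioblastoma cells stably carrying SNCA 5'UTR luciferase fusion; 0% = DMSO wells and 100% = positive control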
# Platelet DG rel – inhibitors of platelet dense granule secretion, primary screen, cell-based, MLPCN, human platelets. human platelet-rich plasma, SFLLRN dense granule ATP release, luminescence. inhibition, %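 (compounds screened at 7.5 µM in platelet-rich plasma)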. hit rate 0.22% among 300,000. AID 1663, 2009;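 active = mean replicate score, as percent of positive control, at or above 50; inconclusive = mean below 50 but at least one replicate at or above 50; inactive = mean and every replicate below 50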
# GSK3beta inhib – human GSK3beta kinase inhibitors, primary screen, biochemical, cell-free homogeneous, HTS. hit rate 0.038% among 300,000. GST-GSK3beta kinase, ADP-Glo luminescence, 60 min; stronger effect = lower value. activity score (negative = inhibition), % at 10 µM. AID 2097, 2009;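 active = more than half of replicate wells score below -50%, meaning over 50% inhibition versus plate controls; inconclusive = some replicates but at most half score below -50%; inactive = no replicate scores below -50%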;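 also: 0% = median DMSO wells and -100% = median GW8510 positive control wells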
# Target sequence (P49841 whole entry, looked up): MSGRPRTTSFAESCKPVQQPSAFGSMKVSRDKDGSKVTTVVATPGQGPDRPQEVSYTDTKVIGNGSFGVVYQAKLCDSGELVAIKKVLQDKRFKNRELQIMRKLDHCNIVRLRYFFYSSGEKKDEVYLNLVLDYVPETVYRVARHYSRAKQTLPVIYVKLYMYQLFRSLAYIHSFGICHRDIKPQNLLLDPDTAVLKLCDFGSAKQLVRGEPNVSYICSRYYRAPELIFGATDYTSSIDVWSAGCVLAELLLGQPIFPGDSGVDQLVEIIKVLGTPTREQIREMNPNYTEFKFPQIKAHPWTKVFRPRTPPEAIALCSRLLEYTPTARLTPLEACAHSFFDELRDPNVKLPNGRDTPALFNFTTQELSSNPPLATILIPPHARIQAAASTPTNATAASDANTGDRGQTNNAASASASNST
#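 Test system – GST-tagged human GSK3beta kinase, cell-free · Incubation – 60 min enzyme reaction, room temperature · Signal – ADP-Glo luminescence · Also added – peptide substrate and ATP at 25 µM · Controls – DMSO neutral wells and GW8510 at 20 µM as positive · Buffer or medium – Tris/MgCl2 kinase buffer · Measure – Luminescence-derived activity versus plate DMSO and GW8510 wells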
# DYRK1A inh – rat Dyrk1A kinase inhibitors, primary screen, biochemical, single point, plate reader; ADP-Glo luminescence, NFATc1 peptide; AID 504441, 2011; Dual specificity tyrosine-phosphorylation-regulated kinase 1A (Rattus norvegicus), Q63470; hit rate 0.43% among 310,000; inhibition, % at 12.5 µM; in the data active = inhibition above about 50%;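 also: plate controls were vehicle with enzyme for no effect and no enzyme for full effect; many of its hits are not listed in these tables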
# KLF5 inh – KLF5 expression inhibitors, primary screen, DLD-1 cells, luminescence. DLD-1 KLF5 promoter-luciferase reporter. inhibition, % at 5 µM. hit rate 0.23% among 290,000;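 active = inhibition above a per-plate limit of that plate's mean compound inhibition plus 3 SD, cut at about 60% in these data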;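 also: 0% = DMSO wells and 100% = LY294002 at 200 µM; higher means less KLF5 promoter-driven luciferase light; inactives centre near -14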
# GSK3 alpha inh – blockers of GSK3A enzyme activity – biochemical, luminescence, cell-free homogeneous, HTS, primary screen. Glycogen synthase kinase-3 alpha (Homo sapiens), P49840. GSK-3 alpha kinase, ADP-Glo luminescence, 60 min. inhibition, % at 10 µM. hit rate 0.1% among 320,000;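 in the data active = inhibition above about 50%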;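 also: GST-tagged GSK-3 alpha with peptide substrate and 25 µM ATP; 0% = DMSO neutral wells and 100% = GW8510 positive control wells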
# Target sequence (P49840 whole entry, looked up): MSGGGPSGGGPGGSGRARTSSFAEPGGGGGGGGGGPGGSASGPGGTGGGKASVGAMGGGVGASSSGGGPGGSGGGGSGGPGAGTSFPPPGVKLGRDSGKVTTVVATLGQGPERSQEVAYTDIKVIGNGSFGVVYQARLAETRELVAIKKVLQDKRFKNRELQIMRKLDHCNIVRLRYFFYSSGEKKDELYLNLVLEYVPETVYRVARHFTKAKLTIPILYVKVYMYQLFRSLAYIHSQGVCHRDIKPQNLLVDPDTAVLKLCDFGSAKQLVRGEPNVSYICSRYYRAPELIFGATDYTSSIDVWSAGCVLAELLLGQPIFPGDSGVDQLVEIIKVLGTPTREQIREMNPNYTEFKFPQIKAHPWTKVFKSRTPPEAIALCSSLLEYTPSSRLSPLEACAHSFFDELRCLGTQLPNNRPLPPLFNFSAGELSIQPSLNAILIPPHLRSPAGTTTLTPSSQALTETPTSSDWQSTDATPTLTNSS
# HSF1 inhib – HSF1 inhibitors in luciferase reporter cells, primary screen, cell-based, NIH3T3, luminescence; AID 2098, 2009; NIH3T3-HGL HSE-luciferase, MG132-induced, luminescence 8 h; stronger effect = lower value; hit rate 0.77% among 300,000; activity change, negative = inhibition, % at 7.5 µM (by protocol);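 active = more than half of replicate wells show activity change below -50%, luminescence cut by over half; inconclusive = some wells, but at most half, below -50%; inactive = no replicate well below -50%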;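 also: luciferase reports HSF-1 transcriptional activity via heat shock element; 0% = median of DMSO wells and -100% = zero luminescence signal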
# HSP90 refold inh – HSP90 inhibitors, primary screen, cell lysate, luminescence; hit rate 0.91% among 290,000; Rabbit reticulocyte lysate, luciferase refolding luminescence, 3 h; AID 1789, 2009; inhibition, % at 5.6 µM;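 active = inhibition above the screen-wide mean plus 3 SD, computed separately per campaign, cut at about 16% in these data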;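 also: 0% = DMSO wells and 100% = 60 µM geldanamycin wells; inhibitors lower the luminescence because luciferase stays unfolded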
# * hit, by the source's call; ? = inconclusive; . = no result given.
structure	IEC-6 cytotox	HSF-1 act	aSyn 5UTR inh	Platelet DG rel	GSK3beta inhib	DYRK1A inh	KLF5 inh	GSK3 alpha inh	HSF1 inhib	HSP90 refold inh
COc1ccc(OCC(=O)N2CCN(C(=O)c3ccco3)CC2)cc1	-1.4	17.0	10.2	-4.9	0.1	-4.5	-18.6	1.0	0.5	-2.1
COc1ccccc1Nc1nc(NCc2ccco2)c2ccccc2n1	8.4	10.5	-34.5	?	-5.6	.	-23.8	-0.9	-0.6	4.1
CCOC(=O)c1sc(NC(=O)CNCc2ccccn2)c(C(=O)OCC)c1C	2.3	-24.3	?	-0.8	2.9	-2.5	-25.7	-0.7	-2.0	0.3
Cc1cccc(OCc2nnc(SCC(=O)N3c4ccccc4CCc4ccccc43)o2)c1	-2.4	11.3	14.4	6.7	0.5	-3.2	-5.6	0.8	9.1	3.7
Cc1ccc(NC(=O)NCCCN2CCCC2=O)cc1C	-7.0	6.5	-22.4	21.5	-28.3	4.0	-32.7	-0.8	-2.6	-0.5
O=C(Cc1ccccc1)n1nc(-c2ccccc2)nc1NCc1ccco1	-1.1	16.0	-51.6	4.9	-1.6	0.0	-76.0	-1.7	6.9	-0.5
CNC(=O)NC(=O)CSc1nnc(-c2ccco2)n1Cc1ccccc1	-2.9	-1.4	6.7	3.8	-1.6	-4.4	-27.4	-3.2	3.2	-1.4
Oc1[nH]c2ccccc2c1N=Nc1nc(Nc2ccccc2)nc(N2CCOCC2)n1	0.6	-46.3	-2.4	-9.0	0.7	-3.8	-16.8	-2.7	?	0.6
O=c1[nH]c(=S)[nH]c2c1C(c1ccc(Br)cc1)c1c([nH]c(=S)[nH]c1=O)O2	-12.0	-8.3	3.2	3.3	6.4	-7.2	-8.5	-4.9	2.7	5.7
O=C(NNS(=O)(=O)c1ccccc1)c1ccc(S(=O)(=O)N2CCCCC2)cc1	-9.9	7.8	21.1	-1.8	1.7	-6.4	-8.3	-7.8	-6.8	0.1
CC1CCCN(C(=O)N2c3ccccc3Sc3ccccc32)C1 (centres undefined)	-3.7	34.0	3.7	-0.3	-1.4	-1.2	-0.4	-2.1	9.6	-1.9
CN(C)c1ccc(/C=N\NC(=S)SCN2C(=O)C3CCC(C)(C2=O)C3(C)C)cc1 (centres undefined)	-1.2	.	.	.	.	-1.9	-3.2	2.4	.	7.1
CN(Cc1ccon1)C(=O)CC1C(=O)NCCN1Cc1ccc(F)c(F)c1 (centres undefined)	0.6	-12.9	6.7	16.6	2.4	1.6	-7.2	-0.7	-0.3	-6.3
Nc1nc(CN2CCCCC2)cs1	-3.5	-0.5	-6.8	13.0	0.4	-0.7	-7.0	-0.4	-0.1	-2.5
COc1ccccc1CSc1ncc(-c2ccc([N+](=O)[O-])cc2)[nH]1	-3.1	34.7	-3.9	3.4	3.8	0.2	3.1	0.2	24.6	4.8
CCCCC(CC)C(=O)Nc1cc([N+](=O)[O-])ccc1F (centres undefined)	7.6	-7.5	5.5	-2.3	2.9	.	-30.3	.	-5.1	1.5
O=C(c1ccc(COc2ccc(Cl)cc2)cc1)N1CCCCC1	-2.5	53.8*	-85.5	2.2	2.5	3.7	-72.7	3.2	28.7	-1.7
Cc1ccc(NC(=O)CCNS(=O)(=O)c2ccc3c(c2)c(=O)n(C)c(=O)n3C)cc1C	0.8	10.0	-5.1	-7.6	3.1	2.5	-7.9	-0.3	1.7	-1.3
COc1ccc(NC(=O)CCCN2C(=O)C3C4C=CC(C4)C3C2=O)c(OC)c1 (centres undefined)	1.9	-40.0	18.8	6.9	-3.6	-1.6	-20.8	-2.4	-16.6	2.3
C[C@@H](C(=O)NCC1CCCO1)N1C(=O)N2CCc3c([nH]c4ccccc34)[C@@]2(C)C1=O (some centres undefined)	-1.4	-4.5	4.9	-3.3	-2.2	-0.5	1.6	-3.6	-2.0	-1.3
CN1CCN(c2nc(C#N)cc(-c3ccccc3)n2)CC1	-11.0	6.3	17.7	10.1	1.4	2.4	-28.6	0.4	3.7	-1.0
O=C(NNC(=S)NC(=O)c1ccccc1)c1cccnc1	0.3	28.1	-15.0	-7.0	1.5	.	-7.9	-1.3	8.3	-1.2
N#Cc1ccccc1NS(=O)(=O)c1cc2c3c(c1)CCN3C(=O)CC2	.	2.6	13.1	4.0	-1.5	-2.6	.	0.2	-4.1	.
Cc1ccc(CN2CCC(c3nc4ccc(Cl)cc4[nH]3)CC2)cc1	2.3	10.3	17.6	11.1	0.2	4.2	-13.8	-2.0	-0.5	-0.7
CCOC(=O)c1c(C)oc2ccc(OCc3cc(C(=O)OC)oc3C)cc12	-1.6	5.7	11.2	5.0	-0.9	4.8	-37.7	10.8	2.9	5.7
Cc1noc(C(=O)Nc2ccc(C#N)cc2)c1Cl	0.7	9.3	-51.6	-9.6	-0.5	-1.6	-51.5	1.2	-7.4	5.2
CCOC(=O)C1=C(C)Nc2ccccc2N=C1NC(=O)c1cccc(S(=O)(=O)NCc2ccccc2)c1	1.3	17.1	3.7	6.6	0.4	-0.9	-4.7	0.0	4.1	4.6
CCOC(=O)c1c(-c2ccccc2)csc1NC(=O)CSc1ccccc1	-6.6	13.8	2.0	-4.1	1.9	-6.1	-8.3	-17.1	4.7	-4.1
O=C(O)C[C@H]1c2cc(C(F)(F)F)ccc2S(=O)(=O)N1C1CCN(Cc2ccccc2)CC1	.	-10.2	-6.2	-0.8	2.8	-2.3	.	-7.3	-1.0	.
COC(=O)CCSC(=S)N1CCOCC1	-7.8	1.4	-1.1	1.1	4.2	-0.7	-26.6	0.3	4.8	-8.4
COCCNC(=S)N1CCC(NC(=O)Nc2ccc(C)cc2)CC1	2.9	-13.6	-3.2	-16.3	2.8	-0.3	19.8	-1.1	-3.4	0.8
O=C(Nc1ccc(S(=O)(=O)NCC2CCCO2)cc1)c1ccc(F)cc1 (centres undefined)	3.1	25.3	9.7	-5.0	3.1	-1.5	-20.3	1.0	-4.4	0.4
c1nnn(C23CC4CC(CC(C4)C2)C3)n1	7.3	7.5	7.0	-6.0	1.2	5.4	-11.8	-2.1	-6.1	0.9
CCOC(=O)N1CCN(C(=O)c2ccc(CS(=O)Cc3ccc(C)cc3)o2)CC1 (centres undefined)	0.3	-4.9	8.5	4.3	2.5	.	-23.5	-5.7	-5.4	4.4
COc1ccc(S(=O)(=O)Nc2ccccc2C)cc1	5.0	-5.8	15.9	-0.2	-0.7	-1.7	-1.1	-9.1	-6.2	-0.7
CN1CC(=O)N(CC(=O)NCc2ccc(F)cc2)c2ccccc2C1=O	0.4	-9.1	-11.9	2.6	-0.6	32.5	15.1	1.0	3.9	-1.5
COc1ccc(/C=C/C(=O)c2ccc(OC)cc2O)cc1	-2.0	12.5	-31.1	3.9	4.1	5.2	-29.8	-1.1	0.5	1.5
O=C(NC1CCCC1)C(c1ccncc1)N(C(=O)c1csnn1)c1cccc(Cl)c1 (centres undefined)	-2.9	13.8	-9.0	-2.2	.	-3.2	-7.3	-2.6	-1.7	-3.1
C/C(Cc1ccccc1)=N\NC(=O)CNC(=O)c1ccc(Cl)cc1Cl	9.4	-17.7	4.7	13.8	-1.7	-1.0	-26.5	1.8	-0.7	9.2
CCN1CCc2nc(NC(=O)Cc3ccc4c(c3)OCCO4)sc2C1	7.0	.	-29.9	11.2	-1.2	-4.9	-7.1	1.5	.	7.3
O=C(NCc1ccccc1)C(c1ccc(F)cc1)N(C(=O)c1csnn1)C1CCCC1 (centres undefined)	-2.9	-0.1	2.3	-1.7	1.1	-4.9	-4.0	-0.9	-2.5	2.4
Cc1cc(C)n(CC(O)CN(c2ccccc2)S(=O)(=O)c2ccc3ccccc3c2)n1 (centres undefined)	-1.8	31.2	9.1	1.7	1.8	-1.8	-19.1	-2.0	-1.4	6.2
CC1(C)CC(=O)C(C(c2ccc(Br)cc2)C2C(=O)CC(C)(C)CC2=O)C(=O)C1	0.4	3.9	13.4	-0.7	-0.6	2.2	-19.4	-5.4	4.1	-2.7
CC(=O)Nc1ccc(OCCC[n+]2ccccc2)cc1	-2.7	.	10.5	1.5	-0.4	.	-32.8	-1.7	.	1.9
Cc1nnc(SCc2cc(=O)[nH]c(/N=C(\N)Nc3ccccc3Sc3ccccc3)n2)s1	-0.3	30.1	15.4	4.1	-0.3	2.6	-6.9	2.1	16.0	1.5
CCCCn1c(N)c(N(CCC(C)C)C(=O)C2=COCCO2)c(=O)[nH]c1=O	5.6	1.5	-8.8	2.1	-1.8	15.9	2.2	0.7	-3.8	-0.8
CC(=O)c1ccc(N2CCN(C(=S)Nc3cc(C)ccc3C)CC2)cc1	8.7	-28.4	22.0	30.9	1.5	2.4	4.5	1.0	-5.8	-2.5
CCOCCCNC(=O)C(Cc1ccccc1)NS(=O)(=O)c1ccc2c(c1)c(=O)n(C)c(=O)n2C (centres undefined)	-2.0	-4.5	-10.5	-16.6	4.5	6.1	-4.3	-7.8	0.9	0.7
CCCNC(=O)c1ccc2nc(-c3ccccc3)c(-c3ccccc3)nc2c1	-3.7	-0.5	3.9	3.7	4.3	-6.3	-30.4	0.8	-2.2	-2.5
NC(=O)CC(NC(=O)Cc1ccc(Cl)cc1)c1ccc(N2CCC(Cc3ccccc3)CC2)c([N+](=O)[O-])c1 (centres undefined)	-10.0	4.3	-3.9	1.4	1.3	-4.7	-6.8	-2.5	2.1	-2.6
Nc1nc(-c2ccccn2)nc(N)c1Cc1c(F)cccc1Cl	6.0	.	-6.0	-5.8	-2.7	-2.6	5.3	-2.5	.	2.7
CCc1ccc(N2CC(C(=O)Nc3ccc(F)cc3)CC2=O)cc1 (centres undefined)	-3.1	-4.2	3.5	7.9	-1.2	-5.9	18.0	-1.6	-6.1	-5.0
O=C(CCCOc1ccccc1)n1nnc2ccccc21	1.4	-17.1	-21.6	-10.6	-0.8	6.5	5.8	-4.0	-0.2	5.4

# The list is partial. The share of hits here may be higher or lower than overall.
